NS5 inhibitors – Dengue-2 NS5 methyltransferase inhibitors, primary screen, biochemical, confirmation dose response (AID 588689) | Dengue-2 NS5 methyltransferase capping enzyme assay, biochemical; higher % means a stronger effect | inhibition, % at 25 µM, or IC50 in µM where a hit was titrated | 340,000 compounds, 0.3% hits; in the data active = a potency from the dose series
Rac1 GTP hydrolysis – MgcRacGAP GTPase-activating activity inhibitors, confirmation, biochemical, ADP Hunter fluorescence. MgcRacGAP-stimulated Rac1 GTP hydrolysis, ADP Hunter fluorescence; higher % means a stronger effect; GST-tagged Rac1 F28L mutant substrate. one-dose inhibition, % at 30 µM; IC50 in µM for titrated hits. 340,000 compounds, 0.6% hits;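 active = first-screen hits whose inhibition reached a set limit at any dose in the follow-up dose series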;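 also: fluorescence reports GDP produced by GAP-driven GTP hydrolysis; strong numbers were not always called active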
NS5 inhibitors pilot replicate – further read-out of NS5 inhibitors, marked with its call; inhibition, %; measured here: pilot screen replicate inhibition
The depositor's hits bear a star. The list is partial; rates above refer to the full screens.

SMILES	NS5 inhibitors	Rac1 GTP hydrolysis	others
COc1ccccc1NS(=O)(=O)c1cc(NC(=O)c2ccccc2[N+](=O)[O-])ccc1N1CCOCC1	-7.0%	5.3%
O=S(=O)(O)C(c1ccccc1)C1(O)CCCCC1 (stereo not drawn)	6.9%	-71.3%
O=C(CN1C(=O)NC2(CCCCC2)C1=O)Nc1cc(C(F)(F)F)ccc1N1CCCC1	-1.4%	1.5%
COc1ccc(C(=O)Cn2c(N3CCCCC3)nc3c2c(=O)n(C)c(=O)n3C)cc1OC	8.6%	5.5%
CC(=O)Nc1ccc(NC(=O)C(C)OC(=O)C2CCN(S(=O)(=O)c3ccccc3C(F)(F)F)CC2)cc1 (stereo not drawn)	-5.1%	2.7%
CCCCCCCCCCCCCCCC(O)C[N+](C)(C)CCO (stereo not drawn)	-10.4%	86µM*
Oc1ccc(C[C@H]2CNC(=S)N2CC2CCCN2C[C@H](Cc2ccc(O)cc2)N2C[C@H](Cc3ccccc3)N(CC3CCCCCC3)C2=S)cc1 (stereo partly drawn)	-8.5%	1.4%
C[C@@H]1CN([C@H](C)CO)S(=O)(=O)c2ccc(C#Cc3cccc(F)c3)cc2O[C@@H]1CN(C)C(=O)CN1CCOCC1	-4.5%	8.3%
CC(=NNC(=O)COc1cccc(C)c1)c1cccnc1	-9.3%	6.1%
CCNC(=S)NCC	-3.6%	2.4%
O=C(COC(=O)c1ccc(Br)o1)Nc1ccc2c(c1)OCCO2	5.4%	-2.4%
COc1ccc(N2c3ccccc3CN(Cc3ccccc3)[C@@H](C)[C@H]2Cc2cccnc2)cc1	1.1%	18.5%
COC(=O)C(=O)C1CCc2c(Cl)cc(OC)c(OC)c2C1=O (stereo not drawn)	23.9%	23.3%
O=C(Nc1ccc(C(=O)N2CCCC2)cc1)C1CCCCC1	6.3%	3.2%	NS5 inhibitors pilot replicate=2.4
N#CC(=C(O)COC(=O)CCC1CCCCC1)c1nc2ccccc2[nH]1	4.0%	3.2%
CC(C)CN1CC(Br)C(=O)NC1=O (stereo not drawn)	-9.6%	4.9%
Nc1ccc(-c2cc3ccccc3c(=O)o2)cc1	9.9%	6.0%
C[C@@H]1CN([C@H](C)CO)C(=O)c2cc(C#Cc3ccccc3F)cnc2O[C@@H]1CN(C)S(=O)(=O)c1ccccc1F	-2.2%	7.4%
Cc1cc(=O)oc2cc(OCC(=O)N3c4ccccc4NC(=O)C3(C)C)ccc12	8.1%	-1.4%
C=CC[C@@H](CC(=O)N(CCO)Cc1ccccc1)C(=O)N[C@@H](COC(=O)[C@@H](CC=C)Cc1ccc(F)cc1)Cc1c[nH]c2ccccc12	3.3%	4.8%
CCCn1nc(C(=O)Nc2cc(OCC)c(N3CCOCC3)cc2OCC)c2ccccc2c1=O	-0.7%	8.2%
COc1ccccc1N(CC(=O)N1CCCCC1C)S(=O)(=O)c1ccc(Cl)cc1 (stereo not drawn)	4.4%	16.1%
CC1(C)CC(NC(=O)c2cc(S(=O)(=O)N3CCOCC3)ccc2Cl)CC(C)(C)N1	-13.5%	7.0%
Cc1ccc(S(=O)(=O)NCN2C(=O)c3ccccc3C2=O)cc1	-5.2%	3.2%
CN(C)c1ccc(O)c2c1CC1CC3[C@@H](N(C)C)C(=O)C(C(N)=O)C(=O)[C@]3(O)C(=O)C1C2=O (stereo partly drawn)	-0.8%	15.3%
O=C(NN=Cc1ccc([N+](=O)[O-])cc1)C1CC1	5.6%	9.3%
COc1ccccc1C1SCCN1S(=O)(=O)c1ccccc1 (stereo not drawn)	2.2%	13.6%
CCC(CC)C(=O)Oc1c(C(=O)N(C)C)cccc1-c1ccccc1	14.5%	-1.3%
CC(=O)N1CCN(CC(C)(C)NS(=O)(=O)c2ccccc2)CC1	-1.8%	1.1%
Cc1c(Cl)cnc(NC(=O)COC(=O)CNC(=O)c2ccccc2)c1Cl	-7.5%	2.7%
Cc1ccc2c(=O)n3c(nc2c1)C(Cc1ccc(O)cc1)NC(=O)c1cccnc1-3 (stereo not drawn)	-2.8%	20.2%
O=C(O)c1ccccc1-c1ccc([N+](=O)[O-])cc1Cl	-0.6%	5.0%
COC(=O)c1ccc(CN=C(NS(=O)(=O)c2ccccc2)c2ccccc2)cc1	-12.5%	4.8%
COc1ccccc1NS(=O)(=O)c1cccc(NS(=O)(=O)c2cc(C(=O)O)ccc2OC)c1	6.4%	1.1%
CC(=O)[C@H]1CC[C@H]2[C@@H]3CC=C4C[C@@H](OS(=O)(=O)O)CC[C@]4(C)[C@H]3CC[C@]12C	-5.2%	10.0%
COc1ccc(NC(=O)COC(=O)c2ccc3c(c2)OCCO3)cc1	4.4%	10.2%

Four records drawn at random from the list so far:
SMILES	NS5 inhibitors	Rac1 GTP hydrolysis	others
Cc1ccc(S(=O)(=O)NCN2C(=O)c3ccccc3C2=O)cc1	-5.2%	3.2%
CCCn1nc(C(=O)Nc2cc(OCC)c(N3CCOCC3)cc2OCC)c2ccccc2c1=O	-0.7%	8.2%
Nc1ccc(-c2cc3ccccc3c(=O)o2)cc1	9.9%	6.0%
O=C(Nc1ccc(C(=O)N2CCCC2)cc1)C1CCCCC1	6.3%	3.2%	NS5 inhibitors pilot replicate=2.4

Next section
SMILES	NS5 inhibitors	Rac1 GTP hydrolysis	others
C[C@H]1CN([C@@H](C)CO)C(=O)c2cccc(NC(=O)Nc3ccc(C(F)(F)F)cc3)c2O[C@@H]1CN(C)C(=O)Nc1ccc(F)cc1	-14.3%	1.0%
CCN(c1ccc(NC(=O)COC(=O)/C=C/c2ccco2)cc1)C(C)C	-3.0%	17.8%
CCN(CC(=O)NCc1cccs1)C(=O)c1ccc(S(=O)(=O)Nc2ccccc2OC)cc1	-2.9%	0.2%
CC1CN(Cc2ccco2)C(=S)N(c2ccccc2)C1=O (stereo not drawn)	0.0%	-2.0%
O=C(C=Cc1cccnc1)c1ccccc1	-47.0%	4.5%
Cc1cc(C(=O)O)cc(S(=O)(=O)Nc2ccccc2C(=O)NC2CC2)c1C	-1.5%	6.2%
CN(CCOc1ccc(Cl)cc1)C(=O)C1=CC=CN2CCS(=O)(=O)N=C12	4.4%	2.1%
COc1ccc(CCC(=O)Nc2ccc(Cl)c(S(=O)(=O)N3CCOCC3)c2)cc1OC	-6.2%	1.2%
CCN1C[C@@H]2[C@@H]3C(=O)N(C)C(=O)[C@@H]3[C@](C)(C1=O)N2C(=O)c1ccc(Br)cc1	-1.2%	6.3%
CCN1C[C@@H]2[C@@H]3C(=O)N(Cc4ccccc4)C(=O)[C@@H]3[C@](Cc3ccccc3)(C(=O)OC)N2C1=NC	1.3%	12.3%	NS5 inhibitors pilot replicate=-1.8
CN1/C(=C/C(=O)COC(=O)CN2C(=O)C3CC=CCC3C2=O)C(C)(C)c2ccccc21 (stereo not drawn)	-1.6%	2.5%
O=C(CNC(=O)c1n[nH]c2ccccc12)Nc1cc(Cl)ccc1Cl	-12.6%	-6.9%
Cc1ccc(S(=O)(=O)N2CCc3ccccc3CC2)cc1	-4.7%	5.2%
O=C(CN1C(=O)NC2(CCCCCC2)C1=O)NCc1ccc(Cl)cc1	-11.4%	-0.8%
O=C(COC(=O)c1ccc2ncsc2c1)Nc1cc(Cl)ccc1F	-2.2%	4.6%
COc1ccc(C(=O)C(=NN)c2ccccc2)cc1	-1.1%	2.4%
O=C(Nc1ncnc2c1C(c1ccccc1)c1c(ccc3ccccc13)O2)c1ccccc1 (stereo not drawn)	6.5%	9.0%
CN(C)C(=O)CCc1ccc2c3c([nH]c2c1)[C@]1(CCc2ccccc2)[C@@H](C(=O)N2CCCCC2)C[C@H](CC(=O)NCCCn2ccnc2)C(=O)N1CC3	-1.3%	14.1%	NS5 inhibitors pilot replicate=0.0
CCN(CC)C(=O)[C@H]1C[C@H](CC(=O)NC/C=C(\C)CCC=C(C)C)C(=O)N2CCc3c([nH]c4cc(-c5ccco5)ccc34)[C@]12C	-4.0%	8.8%	NS5 inhibitors pilot replicate=2.1
COc1ccc(NC(=O)Nc2ccc3c(c2)C(=O)N([C@H](C)CO)C[C@@H](C)[C@@H](CN(C)C(=O)C2CCCCC2)OCCCC[C@H](C)O3)cc1	-10.4%	5.4%
S=C(CSc1ccccc1)Nc1cccc2ccccc12	-2.9%	7.0%
Cc1ccc(/C(O)=C2\C(=O)C(=O)N(CCCN3CCOCC3)C2c2ccccc2F)cc1 (stereo not drawn)	-5.5%	6.2%
CC(C)(C)OC(=O)C[C@H]1C/C=C\C[C@H](CC(=O)N(CCO)Cc2ccccc2)C(=O)N[C@@H](Cc2ccccc2)COC1=O	6.1%	8.4%
Cc1cnc(C(=O)OCC(=O)N2CCC(C)CC2)cn1	0.0%	4.8%
CSc1ccc(CN2CCC(N3CCC(C(=O)NC4CC4)CC3)CC2)cc1	-4.4%	-3.5%
Cc1ccc(C(=O)NCC(=O)Nc2ccc(S(=O)(=O)Nc3cc(C)nc(C)n3)cc2)cc1	-3.0%	10.5%
CN(C)C(=O)CCc1ccc2c3c([nH]c2c1)[C@]1(CCC2CCCC2)[C@@H](C(=O)N2CCOCC2)C[C@H](CC(=O)NCc2cccc(C(F)(F)F)c2)C(=O)N1CC3	1.6%	7.0%	NS5 inhibitors pilot replicate=1.8
Cc1ccn2c(CC(C)(C)C)c(-c3ccc(F)cc3)nc2c1	-8.5%	11.6%
O=C(C[C@@H]1C/C=C\C[C@@H](Cc2ccc(F)cc2)C(=O)OC[C@@H](Cc2c[nH]c3ccccc23)NC1=O)NCCO	0.8%	5.9%
COc1ccccc1N(CC(=O)NC1CCCC1)S(=O)(=O)c1cccc(C(F)(F)F)c1	-4.3%	6.8%
CC(=O)Nc1ccc(S(=O)(=O)N(C)c2ccc(OCC(=O)NCCc3ccccc3F)cc2)cc1	-4.4%	3.0%
CCN(C[C@H]1N[C@@](Cc2ccccc2)(C(=O)OC)[C@H]2C(=O)N(Cc3ccccc3)C(=O)[C@@H]12)S(=O)(=O)c1ccc(C)cc1	-6.9%	-4.8%	NS5 inhibitors pilot replicate=-0.6
O=C(NCC(=O)N1CCCC(C(F)(F)F)C1)c1cccs1 (stereo not drawn)	-2.2%	7.4%
CC(=O)Nc1cccc(C(=O)NNC(=O)c2ccc(NS(=O)(=O)c3cccs3)cc2)c1	4.4%	11.3%
c1ccc(COc2ncnc3c2ncn3CCCN2CCN(c3ccccn3)CC2)cc1	-6.5%	6.3%
CN(C(=O)COC(=O)c1c[nH]c2ccccc12)c1ccccc1	-3.3%	-30.6%
CCN(C1CCS(=O)(=O)C1)S(=O)(=O)c1ccc(Cl)s1 (stereo not drawn)	-4.3%	4.2%
COCCn1c(=S)[nH]c2cc(C(=O)NC3CCCCCC3)ccc2c1=O	-5.5%	12.7%
COc1ccc(-c2oc(=O)c3cc(OC)c(OC)cc3c2C#C[C@]2(O)CC[C@H]3[C@@H]4CCc5cc(OC)ccc5[C@H]4CC[C@@]32C)cc1	-1.6%	7.5%
C=CC(=O)Nc1ccc(N(C)c2ccnc(Nc3ccc(N4CCN(C)CC4)cc3)n2)cc1	-3.9%	25.9%
CC(=O)OCC1=C(C(=O)O)N2C(=O)[C@@H](NC(=O)CSc3ccncc3)[C@H]2SC1	2.9%	10.5%
O=C(NNC(=O)c1cc2ccccc2[nH]1)OCc1ccccc1	-8.8%	7.7%
Cc1ccc(C)c(OCC(=O)N/N=C/c2ccc(N3CCOCC3)cc2)c1	5.5%	16.9%
COCCn1c(SCC(=O)NCCCN2CCCC2=O)nc2sc3c(c2c1=O)CCCC3	-10.7%	3.4%
Cc1nnc(Cc2ccccc2)c2n[nH]c(C)c12	3.5%	8.1%
Cc1cc(Cl)c2oc(C(=O)N3CCN(c4cnccn4)CC3)c(C)c2c1	0.0%	5.2%
O=C(Nc1ccc(-c2ccco2)cc1)C1CCCN(Cc2ccco2)C1 (stereo not drawn)	1.6%	10.4%
CCN1C[C@@H]2[C@@H]3C(=O)N(Cc4ccccc4)C(=O)[C@@H]3[C@](C)(C1=O)N2C(=O)c1ccc(C)cc1	-2.8%	5.2%

Ordered by number of heavy atoms (descending): part of the list above
SMILES	NS5 inhibitors	Rac1 GTP hydrolysis	others
C=CC(=O)Nc1ccc(N(C)c2ccnc(Nc3ccc(N4CCN(C)CC4)cc3)n2)cc1	-3.9%	25.9%
Cc1ccc(C)c(OCC(=O)N/N=C/c2ccc(N3CCOCC3)cc2)c1	5.5%	16.9%
O=C(NNC(=O)c1cc2ccccc2[nH]1)OCc1ccccc1	-8.8%	7.7%
CCN(C1CCS(=O)(=O)C1)S(=O)(=O)c1ccc(Cl)s1 (stereo not drawn)	-4.3%	4.2%

Following part
SMILES	NS5 inhibitors	Rac1 GTP hydrolysis	others
Cc1ccccc1OCCOC(=O)c1cc(S(=O)(=O)N2CCOCC2)ccc1C	0.6%	7.8%
O=C1N[C@@H](Cc2ccccc2)C(=O)N2CCCC12 (stereo partly drawn)	-3.0%	8.8%	NS5 inhibitors pilot replicate=5.1
CSCCC(NC(=O)COc1ccccc1)C(=O)NCC(C)(C)N1CCOCC1 (stereo not drawn)	-3.8%	12.0%
O=C(OCC(=O)N1CCCCCC1)c1cccnc1Cl	-6.6%	7.5%
CC12CCC=CC1=C(C=O)C1C2CCC2(C)C(O)CCC12 (stereo not drawn)	10.1%	8.1%
CC[C@@H]1C=C(C(=O)O)[C@H](c2cccc(C)c2)N1S(=O)(=O)c1ccc(C)cc1	-8.6%	-1.5%	NS5 inhibitors pilot replicate=-7.6
CN(C)C(=O)CCc1ccc2c3c([nH]c2c1)[C@]1(C)[C@@H](C(=O)N2CCCCC2)C[C@H](CC(=O)NCc2cccc(C(F)(F)F)c2)C(=O)N1CC3	-2.3%	4.5%	NS5 inhibitors pilot replicate=3.3
CC(C)(C)OC(=O)N(Cc1ccccc1)Cc1ccccc1OCc1ccc(NC(=O)C2CCC2)cc1	-2.3%	-2.2%	NS5 inhibitors pilot replicate=0.6

Screens: PubChem, Southern Research Specialized Biocontainment Screening Center
